AmpC no deterg: qHTS Inhibitors of AmpC Beta-Lactamase (assay without detergent); P00811; AmpC nitrocefin hydrolysis, absorbance 480 nm, 0.0001% Triton; Potency, µM (series often up to 57.1 µM), without a hit: top-dose activity change, negative = inhibition, actives largely listed as inhibitors; hit rate 0.52% among 330,000;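 note: potency is the fitted concentration of half-maximal effect; plate controls were no compound for no effect and no enzyme for full effect; nearly all actives have a fitted effect of over 20% in size; some results filed as inactive show a strong effect at the top dose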
Target sequence (P00811 whole entry, looked up): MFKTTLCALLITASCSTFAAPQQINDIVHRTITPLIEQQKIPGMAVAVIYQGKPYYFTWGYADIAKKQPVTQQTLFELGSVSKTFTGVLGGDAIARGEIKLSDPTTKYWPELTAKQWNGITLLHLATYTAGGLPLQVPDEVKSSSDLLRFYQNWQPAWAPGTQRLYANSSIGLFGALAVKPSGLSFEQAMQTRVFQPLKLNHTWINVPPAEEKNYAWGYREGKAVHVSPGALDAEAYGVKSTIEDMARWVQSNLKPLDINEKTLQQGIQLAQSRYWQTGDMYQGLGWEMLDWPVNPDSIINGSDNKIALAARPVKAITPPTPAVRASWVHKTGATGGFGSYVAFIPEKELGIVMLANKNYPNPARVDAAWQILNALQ
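20 mM phosphate pH 7.0 + 0.01% (detergent screen) or 0.0001% Triton X-100; 5.3 nM AmpC reagent; cpd preinc 15 min RT; nitrocefin (800 uM stock) to start; A480 q20 s × 4 min; Activity was normalised to no-enzyme and no-compound control wells.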
AmpC inh detg: qHTS Inhibitors of AmpC Beta-Lactamase (assay with detergent); hit rate 0.041% among 370,000; AmpC hydrolysis of nitrocefin, absorbance 480 nm, 0.01% Triton; P00811; AID 485294, 2010; Potency, µM (series often up to 114 µM), for the others: top-dose activity change, negative = inhibition, usual class: inhibitors;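 note: potency is the fitted concentration of half-maximal effect; 0% = no-compound wells and -100% = no-enzyme wells; nearly all actives have a fitted effect of over 25% in size; some results filed as inactive show a strong effect at the top dose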
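20 mM phosphate pH 7.0 + 0.01% (detergent screen) or 0.0001% Triton X-100; 5.3 nM AmpC reagent; cpd preinc 15 min RT; nitrocefin (800 uM stock) to start; A480 q20 s × 4 min; Activity was normalised to no-enzyme and no-compound control wells.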
AMA1 RON2 block: qHTS for Inhibitors of AMA1-RON; Towards Development of Antimalarial Drug Lead: Primary Screen | hit rate 0.2% among 360,000 | Potency, µM (series often up to 58.2 µM), inactives show at the highest dose activity change, negative = inhibition, most hits filed as inhibitors | AlphaScreen AMA1-biotinylated RON2 peptide binding | Plasmodium falciparum AMA1 (3D7) - RON2 peptide interaction | AID 720542, 2013;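 note: potency is the fitted concentration of half-maximal effect; 0% = vehicle wells and -100% = peptide control; nearly all actives have a fitted effect of over 45% in size; some results filed as inactive show a strong effect at the top dose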
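AMA1 (3D7) with his tag at 25 nM final met compounds first, then biotinylated RON2 peptide at 25 nM; detection used donor plus acceptor beads, 10 µg/mL apiece, read by AlphaScreen after 30 min at room temperature.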
Sm TGR inh: qHTS Assay for the Inhibitors of Schistosoma Mansoni Peroxiredoxins | Potency, µM (series often up to 114 µM), inactives show top-dose activity change, negative = inhibition, hits mostly inhibitors | Schistosoma mansoni thioredoxin glutathione reductase (TGR), Q962Y6 | purified TGR, DTNB reduction, TNB absorbance 405 nm | hit rate 3% among 360,000 | AID 485364, 2010; note: potency is the fitted concentration of half-maximal effect; nearly all actives have a fitted effect of over 60% in size
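Kinetic colorimetric format: TGR-catalysed, NADPH-driven DTNB reduction monitored via TNB absorbance. Enzyme dispensed at 20 nM; compound exposure 15 min at room temperature before reaction start.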
Giardia FBPA inh: qHTS Assay for Inhibitors of Fructose-1,6-bisphosphate Aldolase from Giardia Lamblia. Potency, µM (highest dose often 59.6 µM), for the others: at the highest dose activity, negative = inhibition, most hits filed as inhibitors. A8B2U2. purified Giardia FBPA. hit rate 0.71% among 290,000. AID 2451, 2010; note: potency is the fitted concentration of half-maximal effect; nearly all actives have a fitted effect of over 55% in size
Target sequence (A8B2U2 whole entry, looked up): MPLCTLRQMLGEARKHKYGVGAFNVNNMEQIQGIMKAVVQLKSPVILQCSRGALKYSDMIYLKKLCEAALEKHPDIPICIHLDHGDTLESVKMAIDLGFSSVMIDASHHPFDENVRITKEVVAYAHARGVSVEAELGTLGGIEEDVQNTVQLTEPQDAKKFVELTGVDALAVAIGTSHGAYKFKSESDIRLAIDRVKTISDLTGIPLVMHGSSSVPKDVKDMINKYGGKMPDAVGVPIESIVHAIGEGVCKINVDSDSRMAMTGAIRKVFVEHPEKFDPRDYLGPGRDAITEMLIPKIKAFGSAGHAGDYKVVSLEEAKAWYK
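40 nM FBPA preincubated 10 min at RT with compound (up to 57.5 uM final), then substrate plus GAPDH/TPI/NAD/arsenate coupling and diaphorase/resazurin added. Fluorescence read after 20 min at RT, 525/598 nm.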
HCMV antiviral: qHTS Assay for inhibitors of the human cytomegalovirus (HCMV). AID 1259415, 2018. activity change, negative = inhibition, % at 57.5 µM. hit rate 4.5% among 410,000. HFF cells, HCMV-luciferase reporter, 72 h; hits give low values; in the data active = activity change below about -60%; inconclusive = no clear call, values can overlap the other calls; inactive = above about -39%
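After 16 h attachment at 37C, HFF cells received test compound and HCMV-luciferase (1 PFU/cell); reporter luminescence read 72 h later, data normalized against buffer-only and known inhibitor Salinomycin.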
An asterisk follows results filed as active; ? = inconclusive; nt = no result given; & = joins results of further samples; [ ] = another dose, or the depositor's remark. Unless noted, calls come from the whole dose curve; as a rule, active = well fitted curve in the direction sought with a large enough effect; inconclusive = small, poorly fitted or top-dose-only effect, or another doubt; inactive = no such curve, though single readings can be large; an effect the other way counts as inactive or inconclusive. Unless noted, % is set by controls: 0 for no effect and ±100 for the full control effect.

Under each structure: AmpC no deterg	AmpC inh detg	AMA1 RON2 block	Sm TGR inh	Giardia FBPA inh	HCMV antiviral
> CCOC(=O)c1ccc(-c2ccc3c(=O)c4ccccc4n(C)c3c2)cc1F
→ -18%	?	14%	-22%	-1%	-69*
> CCOC(=O)c1cc(-c2ccccc2)sc1NC(=O)C(C)Sc1nnc(N)s1 (centres undefined)
→ -4%	-7%	2%	-19%	-3%	-26
> Cc1nn(CC(=O)NCc2ccccc2)c(=O)c2cccn12
→ -1%	0%	-1%	-1%	3%	2
> COc1ccc(NC(=O)C(NS(=O)(=O)c2ccc3c(c2)CCCC(=O)N3)C(C)C)c(OC)c1 (centres undefined)
→ nt	3%	nt	-10%	nt	5
> Cc1ccc(NC(=O)Nc2nnc(N3CCCC3)s2)cc1
→ nt	25%	nt	8%	nt	20
> CC(C)C(=O)N1CCc2cc(-c3csc(N)n3)ccc21
→ -24%	1%	-1%	-28%	-10%	-37
> Cc1cccc(-n2cc(CN3CCN(Cc4nccn4C)CC3)c(-c3cccc(F)c3)n2)c1
→ 194%[activator]	-5%	30%[activator]	-15%	2%	1
> O=C(CN1CC(=O)Oc2ccccc21)OCC(=O)c1ccccc1
→ -27%	-11%	?	-23%	?	68
> O=C(O)CCCCCN1C(=O)CCC1=O
→ -12%	-15%	7%	3%	2%	-12
> CCC(=O)NC(=S)Nc1cccc(Cl)c1N1CCCC1
→ -14%	1%	7%	0%	4%	?
> CCCCC(=O)Nc1nnc(C)s1
→ -18%	-14%	3%	-7%	3%	7
> Cc1ccccc1Cc1ccc(Cl)nn1
→ -11%	?	9%	-2%	-5%	?
> CCCC(=O)c1ccc(N2CCCC2)c(F)c1
→ -12%	-13%	20%	?	10%	72
> O=C(CN1CCN(S(=O)(=O)c2ccc(F)cc2)CC1)c1ccc(O)c(O)c1
→ -8%	4%	13%	22µM*	20µM*	47
> CCOC(=O)N1CCN(Cc2nc3cc([N+](=O)[O-])ccc3n2C)CC1
→ 31%	?	-3%	-20%	2%	-37

Record cards (already shown).
Entry for `Cc1ccc(NC(=O)Nc2nnc(N3CCCC3)s2)cc1` : AmpC no deterg = nt; AmpC inh detg = 25%; AMA1 RON2 block = nt; Sm TGR inh = 8%; Giardia FBPA inh = nt; HCMV antiviral = 20
Entry for `CCOC(=O)c1cc(-c2ccccc2)sc1NC(=O)C(C)Sc1nnc(N)s1` (centres undefined) : AmpC no deterg = -4%; AmpC inh detg = -7%; AMA1 RON2 block = 2%; Sm TGR inh = -19%; Giardia FBPA inh = -3%; HCMV antiviral = -26

(cont.)
Under each structure: AmpC no deterg	AmpC inh detg	AMA1 RON2 block	Sm TGR inh	Giardia FBPA inh	HCMV antiviral
> CCOP(=O)(Cc1ccc(C(C)(C)CC(C)=O)o1)OCC
→ 4%	-5%	15%	16µM*	-1%	-12
> CCOC(=O)c1cn[nH]c1NC(=S)Nc1ccc(Cl)cc1
→ -40%	0%	89%[activator]	-21%	-5%	-25
> CC(NCC(=O)Nc1ccccc1C(=O)NC1CC1)c1ccc(S(C)(=O)=O)cc1 (centres undefined)
→ -1%	4%	25%	-9%	nt	0
> CCCN(CC(=O)Nc1ccccc1OC)C(=O)c1cc(-c2cccs2)nn1-c1ccccc1
→ -3%	-10%	-17%	6%	nt	-15
> O=C(CBr)c1ccc([N+](=O)[O-])c(CS(=O)(=O)c2ccc(Cl)cc2)c1
→ -37%	1%	-10%	5µM*	14%	-2
> Cc1nnc(-c2cnn(-c3ccccc3)c2N)n1Cc1ccc(F)cc1
→ -12%	-12%	35%[activator]	4%	0%	-35
> O=C(Nc1sc2c(c1-c1nc3ccccc3[nH]1)CCCC2)C1CCCC1
→ -42%	-13%	-11%	-8%	-7%	-13
> CCC(=O)N1c2ccccc2C(N(C(=O)CC)c2ccccc2)CC1C (centres undefined)
→ 62%[activator]	2%	-2%	5%	6%	218
> CCNC(=O)c1ccc(C2SCC(=O)N2CCc2ccccc2)cc1 (centres undefined)
→ -25%	-5%	1%	1%	0%	37
> Cc1nnc(NC(=O)CSc2ccccn2)s1
→ -18%	?	1%	-4%	-4%	9
> COc1ccccc1C(c1nnnn1CCc1ccccc1)N1CCN(c2ccccc2)CC1 (centres undefined)
→ -9%	-23%	44%[activator]	-7%	-1%	-31
> Cn1cc(-c2ccccc2C(N)=O)c(=O)c2ccccc21
→ -12%	?	-11%	0%	-3%	-24
> COc1cccc(NC(=O)COC(=O)C2C3CC4OC(=O)C2C4C3)c1 (centres undefined)
→ -18%	5%	2%	14%	-1%	3
> CC(=O)Nc1ccc(OS(=O)(=O)c2ccc(Cl)cc2)cc1
→ -1%	-1%	1%	10%	1%	-5
> CCOC(=O)c1c(Nc2ccccc2N)cc(C)nc1C
→ -10%	-4%	-18%	-1%	-16%	26
> CCOP(=O)(OCC)/C(C#N)=C(\O)c1ccc(OC)cc1
→ -23%	9%	0%	10%	9%	17
> CCNC(=S)NS(=O)(=O)c1ccc(C)cc1
→ -21%	-9%	17%	-9%	3.5µM*	-2
> O=C(O)c1cccc2c1C(=O)c1ccccc1C2=O
→ -18%	-16%	-11%	-7%	-5%	-39
> CSc1cccc(NC(=O)CSc2nnc(C)s2)c1
→ -23%	-7%	4%	-5%	-8%	40
> N#Cc1c(F)cccc1N1CCC(C#N)CC1
→ 0%	2%	12%	-3%	5%	-4
> CO/N=C(\C)C(Cc1ccc(Cl)nc1)Cc1ccc(Cl)nc1
→ 0%	2%	-4%	-23%	6%	?
> CCc1cnc2c(c1SCC(=O)c1ccc(Cl)cc1)c(=O)n(C)c(=O)n2C
→ nt	-3%	nt	5%	nt	5
> CCN(c1ccccc1)S(=O)(=O)c1ccc(C(=O)Nc2cccc(C)n2)cc1
→ 1%	-9%	1%	-13%	nt	19
> Cn1c(CN2CCOCC2)nc2cc(NC(=O)c3ccc(F)cc3)ccc21
→ -5%	?	2%	-2%	-13%	-75*
> Cn1c(SCC(=O)Nc2ccc(N3CCOCC3)cc2)nnc1-c1ccccc1
→ -4%	?	-17%	-28%	-14%	-8
> CCC(=O)N1CCN=C1SCc1cc(C)ccc1C
→ 22%	1%	-6%	-1%	nt	18
> COc1cc(C)c(S(=O)(=O)N2CCOCC2)cc1C
→ 4%	-5%	21%	3%	-1%	24
> O=C(NC1CCCCC1)C(=S)N1CCCC1
→ -16%	10%	2%	nt	6%	-4
> COc1ccc(C)cc1NC(=O)C1CCCN(S(=O)(=O)c2cccc3nonc23)C1 (centres undefined)
→ ?	-11%	15%	-3%	0%	52
> CCOC(=O)c1cnc2c(c(C)nn2C)c1Oc1ccc(OC)cc1
→ 54%	-5%	-6%	-3%	-2%	-3
> CCCCC(=O)NC(c1ccc(N(CC)CC)cc1)c1ccc2cccnc2c1O (centres undefined)
→ -46%	7%	27%	3%	?	-96*
> CC(C)N(CCCNC(=O)c1ccc(CS(=O)(=O)c2c(Cl)cccc2Cl)o1)Cc1ccccc1
→ 29%	0%	26%	?	3%	-28
> Cc1cc(C)cc(N(CC(=O)NC(C)(C)C)C(=O)CCC(=O)Nc2ccccn2)c1
→ 18%	3%	3%	-20%	14%	-6
> Cc1ccccc1OCC(=O)Nc1nnc(-c2ccco2)s1
→ -1%	7%	9%	-2%	6%	-19
> CC(=O)c1cccc(NC(=O)N2CCCC2C(=O)NCc2ccc3c(c2)OCO3)c1 (centres undefined)
→ -24%	3%	-20%	0%	3%	26
> O=S(=O)(NCCNc1ncc(C(F)(F)F)cc1Cl)C(F)(F)F
→ -26%	-2%	5%	nt	-4%	-71*
> O=C(NCc1ccccn1)C(C(=O)c1cccc([N+](=O)[O-])c1)n1cc(Cl)ccc1=O (centres undefined)
→ -3%	1%	68%[activator]	-11%	-16%	47
> Cc1ccc(NC(=O)c2oc3ccc(S(=O)(=O)N4CCC5(CC4)OCCO5)cc3c2C)cc1C
→ -21%	-2%&-13%	6%	-4%&-11%	-3%	94&-20
> O=c1oc2ccccc2cc1-c1csc(Nc2nc3c(F)cccc3s2)n1
→ -36%	?	39%[activator]	-9%	-2%	-28
> CCOC(=O)Cc1csc(NC(=O)Cc2ccc([N+](=O)[O-])cc2)n1
→ -18%	?	9%	-9%	1%	-8
> Cc1cc(N2CC(C(=O)NCc3cccnc3)CC2=O)ccc1C(C)C (centres undefined)
→ 41%	5%	-7%	2%	0%	-34
> O=S(=O)(NC1CCCCC1NS(=O)(=O)c1ccc(F)cc1)c1ccc(F)cc1 (centres undefined)
→ -31%	-1%	3%	4%	-5%	-25
> Cc1onc(-c2c(F)cccc2Cl)c1C(=O)NCc1cccs1
→ -12%	?	0%	8%	-3%	-18
> O=C(NCc1cccnc1)C12CC3CC(CC(Cl)(C3)C1)C2
→ 162%[activator]	4%	39%[activator]	-16%	nt	-16
> CCCCCOc1ccc(C(C)(O)C(CN2CCOCC2)c2ccccc2)cc1 (centres undefined)
→ 240%[activator]	-8%	1%	3%	1%	-23
> O=C(OC1CCOC1=O)c1ccc(N2CCCC2)c([N+](=O)[O-])c1 (centres undefined)
→ -13%	-9%	-5%	9%	1%	62
> COc1ccccc1C(=O)O/N=C(/C)c1ccc(N2C(=O)C3CCCCC3C2=O)cc1 (centres undefined)
→ 62%[activator]	3%	2%	-8%	1%	-16
> CCOC(=O)CC(NC(=O)Cn1nnc(-c2ccccc2)n1)c1ccc(OC)cc1 (centres undefined)
→ -3%	0%	10%	4%	10%	?
> COc1ccc(OC)c(N(C(=O)c2snc(C(N)=O)c2N)C(C(=O)NCC2CCCO2)c2ccc3ncccc3c2)c1 (centres undefined)
→ 77%[activator]	-9%	-5%	-12%	9%	-31
> CC(=O)c1ccc(N2C(=O)[C@@H]3C(C(=O)CCN4C(=O)c5ccccc5C4=O)=NN[C@@H]3C2=O)cc1
→ -18%	-4%	11%	-9%	16%	6
> CC(CC(=O)O)CC(=O)Nc1nncs1 (centres undefined)
→ -15%	2%	0%	1%	1%	-20
> CCOc1ccc(N2C(=O)CS(=O)(=O)C23C(=O)N(Cc2cccc(Cl)c2)c2ccccc23)cc1 (centres undefined)
→ nt	22%	nt	13%	nt	-14
> O=C1c2ccccc2NC(c2cn[nH]c2-c2ccc(Cl)cc2)N1O (centres undefined)
→ -53%	-9%	-7%[2.32 µM]	-18%	?	-39
> Cc1ccccc1CSc1nnc(-c2ccncc2)n1C
→ -5%	-4%	-6%	-3%	-3%	?
> O=C(CCC1COc2ccccc2O1)Nc1ccccn1 (centres undefined)
→ -13%	-6%	-6%	-8%	4%	-23

High-throughput results from PubChem.
